High-throughput results (PubChem BioAssay)
MC4R antagonist: human MC4R antagonism in cAMP assay | actives 0.48% (n = 360,000) | inhibition, % at 6.5 µM | MC4R-expressing cells, MTII-stimulated cAMP, LANCE TR-FRET | P32245;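 active = inhibition above its plate's cutoff, the mean of tested wells on that plate plus 3 SD, cut at about 29% in these data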;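 also: 0% = Melanotan II alone and 100% = Melanotan II plus saturating MCL0020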
Target sequence (P32245 whole entry, looked up): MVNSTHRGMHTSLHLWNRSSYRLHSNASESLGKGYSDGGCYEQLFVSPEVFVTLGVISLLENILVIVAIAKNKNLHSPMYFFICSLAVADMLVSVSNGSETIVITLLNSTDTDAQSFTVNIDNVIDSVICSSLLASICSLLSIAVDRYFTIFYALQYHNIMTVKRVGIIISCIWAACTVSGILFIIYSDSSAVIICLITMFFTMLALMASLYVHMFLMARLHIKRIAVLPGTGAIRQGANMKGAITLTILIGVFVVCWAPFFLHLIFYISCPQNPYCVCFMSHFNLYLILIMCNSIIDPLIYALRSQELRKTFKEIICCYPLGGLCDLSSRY
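system = U2OS cells with stable human MC4R expression | also added = Melanotan II challenge after compound preincubation | dosing = one concentration, 6.5 µM nominal | incubation = compound 30 min, challenge 1 h, detection 1 h | measured by = TR-FRET with Eu-cAMP and labeled anti-cAMP, 671 nm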
TLR9-MyD88 inh: blocks human TLR9 binding to MyD88; CHO BLA complementation TLR9-MyD88, CCF4 FRET ratio; actives 0.21% (n = 340,000); AID 504734; Q9NR96+Q99836; inhibition, % at 4.98 µM;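 active = inhibition above the mean over all tested compounds plus 3 SD, cut at about 21% in these data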;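 also: 0% = DMSO only wells and 100% = clavulanate BLA inhibitor control wells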
SRC1 inh: human NCOA1 inhibition. HEK293 GAL4-SRC1 luciferase reporter, luminescence. inhibition, % at 3.6 µM. actives 0.12% (n = 360,000). Q15788;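 active = inhibition above the campaign mean plus 3 SD, with each screening campaign given its own cutoff, cut at about 60% in these data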;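 also: 0% = DMSO treated cells and 100% = gossypol at 36 µM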
NOD2 RIPK2 PPI: NOD2-RIPK2 protein interaction inhibition; CHO BLA complementation NOD2-RIPK2, CCF4 ratio; inhibition, % at 4.98 µM; actives 0.38% (n = 360,000); AID 624267; in the data active = inhibition above about 21%;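 also: 0% = vehicle only and 100% = reference blocker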
LMP1 NFkB inh: reduces LMP1-driven NF-kappaB luciferase signal; AID 504558; LMP1-induced NF-kappaB luciferase reporter cells, luminescence; actives 0.69% (n = 350,000); inhibition, % at 12.5 µM; in the data active = inhibition above about 41%;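 also: 0% = neutral control wells and 100% = reference inhibitor control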
NR5A2 inv ag: NR5A2 inverse agonism in reporter assay; O00482; inhibition, % at 3.6 µM; actives 0.13% (n = 360,000); HEK293T StAR-luciferase reporter, LRH-1 transfected, 24 h;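 active = inhibition above the mean inhibition of all tested compounds plus 3 SD, cut at about 73% in these data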;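 also: 0% = DMSO wells and 100% = reporter-only cells lacking LRH-1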
Target sequence (O00482 whole entry, looked up): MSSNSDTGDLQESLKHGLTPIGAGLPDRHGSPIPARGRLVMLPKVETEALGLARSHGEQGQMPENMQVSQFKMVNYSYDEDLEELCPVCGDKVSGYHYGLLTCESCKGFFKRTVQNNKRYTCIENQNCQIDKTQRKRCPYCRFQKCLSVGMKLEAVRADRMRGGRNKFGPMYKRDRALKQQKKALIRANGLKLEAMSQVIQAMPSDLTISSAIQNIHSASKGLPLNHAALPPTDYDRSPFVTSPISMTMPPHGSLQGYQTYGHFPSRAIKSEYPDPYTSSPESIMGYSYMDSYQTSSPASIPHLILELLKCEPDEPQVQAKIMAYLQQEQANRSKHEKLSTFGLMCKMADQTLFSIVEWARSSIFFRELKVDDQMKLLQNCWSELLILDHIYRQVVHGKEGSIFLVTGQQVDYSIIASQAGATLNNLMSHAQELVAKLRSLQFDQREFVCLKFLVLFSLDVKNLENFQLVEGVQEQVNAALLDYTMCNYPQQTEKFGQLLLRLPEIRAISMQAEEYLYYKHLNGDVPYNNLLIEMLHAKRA
NCOA3 inh: inhibits human SRC3 coactivator. HEK293 GAL4-SRC3 luciferase reporter, luminescence. actives 0.17% (n = 360,000). inhibition, % at 3.6 µM. Q9Y6Q9;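 active = inhibition above a per-campaign cutoff, the mean of all compounds plus 3 SD, cut at about 60% in these data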;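 also: 0% = DMSO-treated cells and 100% = gossypol-treated cells at 36 µM; higher means less SRC3-driven luciferase light from the GAL4 reporter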
SRC2 inh: human SRC2 (NCOA2) inhibition; actives 0.17% (n = 370,000); HEK293 GAL4-SRC2 luciferase reporter, luminescence; inhibition, % at 9 µM; Q15596;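 active = inhibition above the mean inhibition of all tested compounds plus 3 SD, set per campaign, cut at about 52% in these data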;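 also: 0% = DMSO treated cells and 100% = cells given Gossypol at 36 µM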
ABHD5 PLIN5 PPI: inhibitors of human ABHD5-perilipin-5 interaction; Q00G26+Q8WTS1; Split G. princeps luciferase complementation, luminescence, 4 h; inhibition, % at 4 µM; actives 0.78% (n = 360,000); AID 602281;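 active = inhibition above the mean inhibition across every tested compound plus 3 SD, cut at about 22% in these data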;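 also: 0% = DMSO only wells and the 100% control is not disclosed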
COUP-TFII inh: blocks human COUP-TFII nuclear receptor | HEK293T NGFI-A luciferase reporter, luminescence | inhibition, % at 8.6 µM | actives 0.7% (n = 370,000) | AID 686940;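 active = inhibition above a per-plate cutoff, mean inhibition of test wells between control levels plus 3 SD, cut at about 38% in these data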;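 also: cells cotransfected with COUP-TFII expression vector driving the NGFI-A reporter; 0% = median of COUP-TF2 test wells and 100% = reporter-only cells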
MC4R ag barr: human MC4R agonism via beta-arrestin. AID 540308. activation, % at 8.9 µM. actives 0.98% (n = 360,000). U2OS MC4R beta-arrestin complementation, luminescence; percent of melanotan II response, DMSO zero;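 active = activation above a per-plate cutoff, the mean activation of sample wells on that plate plus 3 SD, cut at about 8% in these data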
* = called active by the depositor; x = not tested or not shown.

SMILES	MC4R antagonist	TLR9-MyD88 inh	SRC1 inh	NOD2 RIPK2 PPI	LMP1 NFkB inh	NR5A2 inv ag	NCOA3 inh	SRC2 inh	ABHD5 PLIN5 PPI	COUP-TFII inh	MC4R ag barr
N#Cc1c(SCC(N)=O)nc2c(c1-c1ccncc1)CCCC2	3.8	6.6	-16.1	-1.9	5.0	-4.1	11.1	10.2	-0.9	17.9	-1.5
CCOC(=O)CSc1nc2sc3c(c2c(=O)n1-c1ccc(C)cc1)CCN(C)C3	-1.3	1.8	6.9	-2.4	-9.0	8.3	-10.1	6.5	5.3	30.5	1.3
COC(=O)CSc1nc2nc(C)c(Br)cc2[nH]1	7.7	-6.2	4.3	2.6	-4.4	12.7	4.0	4.1	-2.5	15.7	-0.2
NCCCCCc1cn(CC(=O)NCCCCCCCCCCC(=O)N2CCNCC2)nn1	8.4	-1.7	3.9	-2.5	-18.1	9.3	-0.3	-31.6	93.4*	-1.0	1.3
CC(C)c1nnc(NC(=O)CCC(=O)N2CCN(C3CCCCC3)CC2)s1	4.8	0.2	-3.7	-11.1	-1.5	-19.5	2.4	x	-4.4	x	-0.2
CC1CC(C)CN(C(=O)C2CCCN(S(=O)(=O)c3cccc4nonc34)C2)C1 (stereo not given)	5.4	-10.4	-10.9	-15.1	-7.7	10.7	11.0	3.7	12.7	-8.7	0.8
FCCCOc1ccc(/C=N/OCc2c(Cl)cccc2Cl)cc1	3.8	-2.4	-26.6	-2.1	-2.6	4.3	-2.6	2.9	-5.1	5.2	0.3
CC(=O)Nc1ccccc1-c1cccc2nccn12	6.5	x	5.4	2.0	x	2.7	8.5	-13.0	0.3	2.1	-2.6
CC(C)(C)C1CCc2c(C(=O)NNC(=O)CCCC(=O)O)csc2C1 (stereo not given)	-2.3	7.8	-2.7	-0.7	-5.4	9.9	23.6	19.4	2.6	-0.1	-1.7
CCOC(=O)C1(Cc2ccccc2C)CCCN(C(=O)CN2CCCCC2=O)C1 (stereo not given)	-2.1	10.8	-41.9	6.5	-8.6	4.6	-19.8	-6.7	-2.0	-13.1	-0.5
Cc1cc(C)n2nc(SCC(=O)N3CCC(C)CC3)nc2n1	1.1	8.8	-9.6	3.5	3.1	-5.8	-15.7	-3.2	-4.4	14.1	-0.1
CN(C(=O)Cn1c(Cl)nc2c1c(=O)n(C)c(=O)n2C)C1CCS(=O)(=O)C1 (stereo not given)	-2.7	-6.1	-1.6	-9.4	6.3	-5.1	-11.2	-1.6	-6.8	-1.4	-0.7
CC1(Cc2ccccc2Cl)C(=O)Nc2ccc(OC(F)(F)F)cc21 (stereo not given)	8.2	x	1.1	2.0	x	-11.2	10.4	5.5	-1.4	14.8	3.5
COc1ccc(C(=O)NCC(=O)NCC(=O)OCc2ccc(Br)cc2)cc1	2.5	-2.2	9.8	3.5	-2.6	9.7	18.4	0.8	5.2	15.3	-1.9
Cc1cc(C)c[n+](CC(=O)c2ccc(-c3ccccc3)cc2)c1	4.9	-2.0	6.3	-0.5	12.3	7.5	-4.1	10.4	3.7	10.8	-2.2
CCOC(=O)c1[nH]c(C)c(/C(C)=N\O)c1C	-5.1	2.0	-32.4	-14.6	-9.7	4.5	18.0	-6.1	-5.7	-16.4	-0.7
O=S(=O)(c1ccccc1)c1nc(-c2ccccc2)oc1N1CCCC1	1.1	6.8	10.8	2.7	4.2	7.4	15.0	-7.8	-5.5	-2.5	-2.3
Cc1ccc2nc(N3CCN(C(=O)CCC(=O)O)CC3)nc(-c3ccccc3)c2c1	2.5	5.9	20.3	14.7	-2.2	14.3	1.9	25.1	-0.2	-1.7	1.9
CCOc1ccc(NC(=O)N2CCN(CC)CC2)cc1	-3.0	-7.0	-14.2	-11.8	-9.1	-9.7	-4.1	-3.9	-0.1	-8.4	-2.4
CCCC[C@@H]1CNCCN1CCc1cccc(F)c1	14.2	-1.4	-8.5	-4.7	-1.6	-30.6	1.4	16.9	-3.4	4.6	-0.5
CN(C)c1ccc(N=c2sc3ccccc3n2C)cc1	-10.2	-10.5	-45.0	0.3	-23.7	-31.4	-43.2	32.7	-9.0	24.9	2.3
COC(=O)c1cc(-c2ccc(Br)cc2)c2c(=O)n(C)c(=O)n(C)c2n1	16.8	-4.5	9.0	0.8	7.7	-17.2	-0.2	-4.0	-16.9	-9.9	-1.2
Cc1cc(C)c(C(=O)COC(=O)Cn2c(C)csc2=O)cc1C	1.4	0.7	-4.0	-3.1	0.6	1.6	-1.5	-2.3	0.2	-25.9	-2.1
Cc1c(Cl)c([N+](=O)[O-])nn1CC(=O)N1CCN(Cc2ccccc2)CC1	0.5	-32.6	7.5	-5.4	-10.4	11.7	-5.9	10.0	6.4	-2.3	-0.5
COCCNC(=S)N(CCO)Cc1cc2cc3c(cc2[nH]c1=O)OCCO3	7.5	-4.0	5.4	8.8	3.3	-18.6	3.2	-32.0	-10.4	-22.7	2.0
SMILES	MC4R antagonist	TLR9-MyD88 inh	SRC1 inh	NOD2 RIPK2 PPI	LMP1 NFkB inh	NR5A2 inv ag	NCOA3 inh	SRC2 inh	ABHD5 PLIN5 PPI	COUP-TFII inh	MC4R ag barr
O=S(=O)(c1cccc(C(F)(F)F)c1)N1CCN(C(=S)NCc2ccco2)CC1	-2.8	4.2	6.0	-1.4	0.7	-7.2	0.2	17.9	3.7	-4.0	-1.3
CCCN1C(=O)c2cc(C(=O)NC3CCCC3)ccc2C1O (stereo not given)	-1.2	15.8	-26.0	7.1	-18.2	-30.7	8.4	-22.4	-1.6	-0.2	-0.2
Cc1nc(NS(=O)(=O)c2ccccc2)sc1NC(=O)Nc1ccc(Cl)cc1	3.8	7.8	-49.5	-9.5	-8.2	-12.7	8.6	19.1	5.0	19.6	-2.4
Cc1cccc(C)c1NC(=O)NN1C(C)CCCC1C (stereo not given)	2.7	-0.7	-28.2	-7.7	9.7	-5.4	6.5	-3.8	-2.3	-20.0	-0.8
Cc1cccc(OCC(=O)N(C)CCc2ccccn2)c1	4.8	-2.5	-1.6	-8.5	-1.4	3.1	10.2	-14.5	1.6	-10.3	-2.1
CN(C)c1nc(N2CCN(c3ccc(F)cc3)CC2)c(C#N)c(=O)o1	17.5	4.4	-0.8	-12.9	-6.1	2.2	2.8	0.2	7.5	-1.2	-0.9
Cc1cccc(C(=O)N2CCCC(CCC(=O)N3CCN(c4ccccn4)CC3)C2)c1C (stereo not given)	1.4	-10.1	4.5	-2.6	7.0	-2.0	20.7	-5.0	5.0	27.1	0.6
Cc1cccc(OCc2nc(C#N)c(N3CCCC3)o2)c1	-6.1	-4.5	8.3	-1.1	-1.5	6.3	4.5	12.8	7.7	12.6	1.1
CCCCCCC(=O)NN1CCN(C)CC1	14.2	-11.4	11.2	-3.5	-3.2	-11.1	2.9	-34.0	-2.8	4.9	-0.4
CC(=O)c1cccc(NC(=O)CCc2nnc3ccc(N4CCOCC4)nn23)c1	1.1	-9.3	11.2	3.3	-2.1	-4.4	-8.7	-19.9	3.7	-20.7	0.4
COc1ccc(C(=O)C2CC2)cc1	4.8	2.9	-5.7	-9.5	-1.7	4.0	-8.7	-62.1	6.1	-8.7	1.1
CC1CCCCN1C(=O)c1ccc(NC(=O)c2ccccc2Cl)cc1 (stereo not given)	4.5	4.6	2.6	-16.2	-4.0	11.3	2.1	-4.4	-1.3	17.1	-2.0
COc1ccc2c(CCNC(=O)CN3C(=O)c4ccccc4C3=O)c[nH]c2c1	21.4	1.4	16.1	1.6	-5.6	-4.2	5.5	-28.3	2.0	-4.4	2.2
O=C1CC(c2ccccc2)NN1 (stereo not given)	5.8	1.2	-6.4	-13.5	-12.8	-3.9	3.5	-30.2	-2.8	4.0	-0.3
Cc1cc(CN2CCN(CC(=O)Nc3cc(Cl)ccc3-n3cncn3)CC2)no1	0.2	8.1	4.8	4.6	0.0	4.0	10.4	4.9	-11.6	1.6	-0.4
Cc1ccc(N(CC(=O)NCC2CCCO2)C(=O)CCC(=O)Nc2ccccn2)cc1C (stereo not given)	9.6	-6.6	3.2	-13.9	-7.5	-2.8	-20.4	-11.9	3.3	-8.3	-1.0
O=C(N/C(=C\c1ccccc1)C(=O)N1CCCCC1)c1ccc(Br)o1	11.6	1.3	-10.3	-5.1	8.1	3.6	16.6	18.3	1.4	9.7	-3.3
O=C(c1cc(-n2cnnc2)ccc1Cl)N1CCN(c2nc(-c3ccccc3)cs2)CC1	4.5	2.4	6.1	-2.3	24.9	18.9	11.7	7.1	12.6	13.5	2.3
CCOc1ccc(C)cc1S(=O)(=O)n1cnc2ccccc21	-5.9	1.8	7.5	-5.7	0.1	13.4	8.6	9.9	9.5	-1.1	-0.1
Cc1cccc(C)c1NC(=O)CSc1nnc(NC(=O)c2ccccc2C(=O)O)s1	17.1	-3.7	7.0	6.2	-2.4	13.1	-10.5	1.5	-5.5	4.7	0.0
Cc1ccc2nc(NC(=O)CSc3nncc(=O)n3N)sc2c1	3.9	-11.1	-32.0	-7.8	-27.2	-15.2	-55.8	6.0	18.4	-5.9	0.1
OCC1=C[C@@H](O)C2C=CO[C@@H](O[C@@H]3O[C@H](CO)[C@@H](O)[C@H](O)[C@H]3O)C12 (stereo not given in full)	3.5	-7.5	-11.6	-15.2	-7.6	0.1	-23.3	-0.6	4.0	13.5	-0.5
CCOc1cc(N2CCOCC2)c(OCC)cc1NC(=O)CN1C(=O)NC2(CCCCC2)C1=O	1.5	3.8	6.9	1.6	0.8	-3.3	11.1	9.7	-5.6	4.2	0.7
COc1ccc(-c2nc3ccc([N+](=O)[O-])cc3o2)cc1	2.9	-2.2	-57.1	8.8	-10.3	-35.7	-15.3	-41.6	-3.3	-15.0	0.5
CCOC(=O)C1=C(C)N(C[C@@H]2CC[C@@H](Cc3ccc(-c4ccccc4)cc3)O2)C(=O)NC1c1ccc(SCc2ccco2)c([N+](=O)[O-])c1 (stereo not given in full)	9.7	-5.3	-7.2	-7.1	-4.2	-19.4	-26.1	-12.8	8.0	8.9	-0.5
CN(Cc1ccccc1)C(=O)Nc1ccc(Cl)cc1	11.6	x	2.2	4.0	x	15.0	-7.3	-18.6	-9.3	1.2	-0.9
Nc1nonc1C(=O)NCCNC(=O)c1ccc(Cl)cc1	3.4	-1.3	-2.2	-8.8	3.1	-11.9	3.4	-6.8	-5.6	-3.0	-1.2
COC(=O)c1[nH]c2c(c1C)C(=O)CC(c1cccc(OC)c1)C2 (stereo not given)	-8.1	0.2	3.2	14.9	1.4	23.6	14.7	9.4	-1.5	-40.0	-1.2
CC(=O)C1C(c2ccc([N+](=O)[O-])cc2)c2c(noc2C)CC1(C)O (stereo not given)	-0.1	-0.4	13.0	-5.9	-3.3	12.8	15.4	-4.5	-3.3	12.5	-1.3

An excerpt (hit frequency here may not be typical).
